# Source: PubChem
# AMA1-RON2 inh = disrupts binding of P. falciparum AMA1 to RON2 | AlphaScreen AMA1-biotinylated RON2 peptide binding | Potency, µM (titrated, usually from 58.2 µM), inactives show top-dose activity change, negative = inhibition, usual class: inhibitors | 0.2% of 360,000 active; active = well fitted inhibition curve with a large enough effect; inconclusive = small, poorly fitted or top-dose-only effect; inactive = no such curve, though single readings can be large or run the other way;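 note: potency is the fitted concentration of half-maximal effect; 0% = vehicle wells and -100% = peptide control; nearly all actives have a fitted effect of over 45% in size; some results filed as inactive show a strong effect at the top dose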
#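 AMA1 (3D7) with his tag at 25 nM final met compounds first, then biotinylated RON2 peptide at 25 nM; detection used donor plus acceptor beads, 10 µg/mL apiece, read by AlphaScreen after 30 min at room temperature.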
# HCMV inh = human cytomegalovirus inhibition; HFF cells, HCMV-luciferase reporter, 72 h; active compounds read low; activity change, negative = inhibition, % at 57.5 µM; 4.5% of 410,000 active; AID 1259415; in the data active = activity change below about -60%; inconclusive = no clear call, values can overlap the other calls; inactive = above about -39%
#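 Two compound doses tested in HFFs infected with HCMV-luciferase, MOI 1 PFU/cell, 72 h at 37C. Lysate luminescence read with OneGlo; data normalized against buffer-only and 10uM Salinomycin inhibitor controls.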
# Active calls of the source: *; ? = inconclusive; [ ] = dose if it differs, or a comment. Unless noted, % is set by controls: 0 for no effect and ±100 for the full control effect. An excerpt, so the mix of outcomes need not match the whole.
SMILES,AMA1-RON2 inh,HCMV inh
CC(C)(C)c1ccc(C(O)c2ncc(-c3ccccc3)[nH]2)cc1 (centres undefined),8%,?
O=c1[nH]c(=O)n(CCCc2ccccc2)cc1-c1ccccc1,-3%,21
Cc1cc(C(=O)N2CCC2(C)C(=O)NCc2cccc3ccccc23)nn1C (centres undefined),7%,77
CC(C)Nc1nc(Nc2ccc(Cl)cc2F)c2sccc2n1,2%,?
COCCNC(=O)c1onc(CSc2ccc(F)c(F)c2)c1C(=O)NCCOC,6%,-20
Cc1n[nH]c(=S)n1/N=C/c1ccc(-c2ccc(Cl)cc2)o1,9%,-14
CN1C[C@@H]2[C@@H]3C(=O)N(Cc4ccccc4)C(=O)[C@@H]3[C@](C)(C1=O)N2C(=O)c1ccccc1,-2%,9
c1ccc2c(C3OCC4(CCCC4)CO3)cccc2c1,35%[activator],2
O=C(Nc1cc(C(F)(F)F)ccc1N1CCOCC1)c1cccc(S(=O)(=O)N2CCOCC2)c1,-1%,?
O=C1NC(=S)SC1=Cc1cccs1,26%,21
CN1C(=O)CC2(C)C1=CCc1scnc12 (centres undefined),4%,27
CC1(CCOCc2ccccc2)NC(=O)NC1=O (centres undefined),-1%,14
CCCC(=O)N1CCCC1(C)C(=O)Nc1ccc2cn[nH]c2c1 (centres undefined),19%,80
CCC1=CCN(CCc2c(C)[nH]c3ccccc23)CC1,-7%,-14
COCCN(C(=O)Cc1csc(-c2cccc(Cl)c2)n1)c1c(N)n(Cc2ccccc2)c(=O)[nH]c1=O,6%,-1
CC(C)C[C@@H](CN)NC(=O)c1nc[nH]c1C(=O)N[C@@H](C)C(=O)CNC[C@H](C)NC(=O)c1nc[nH]c1C(=O)N[C@@H](Cc1ccccc1)C(=O)O,77%[activator],-10
CCc1nc2c(OCCOc3ccc(F)cc3)cccn2c1N(C)C(=O)c1ccco1,-21%,7
O=C1C=C(c2cccnc2)CCC1,-6%,-6
Cc1onc(-c2ccccc2Cl)c1C(=O)N(Cc1ccc(N(C)C)cc1)C(C)C,?,-26
C[C@H](O)[C@@H]1C(=O)N2CCc3ccc(-c4ccccc4)cc3[C@@H]2C[C@@H]1N(C)C(=O)c1cccnc1,-8%,21
CC1(C(=O)NS(=O)(=O)c2ccccc2Cl)CCN1C(=O)C1CCCCC1 (centres undefined),16%,33
CSc1ccccc1C(=O)OCC(=O)NC1CCCCCCC1,12%,-5
N#Cc1ccc(OCC(=O)OCC(=O)N2CCc3ccccc32)cc1,9%,-18
CCCCc1c(O)c2cccc3c2n(c1=O)CCC3,12%,8
COC(=O)[C@H]1C[C@H](OC(=O)NCc2ccccc2F)[C@@]2(O)CN(S(=O)(=O)c3ccc(C)cc3)CC2[C@H]1C(=O)OC (some centres undefined),2%,-17
CN(C)c1ccc(CNc2nc3cc(-c4ccc(F)cc4)sc3c(=O)n2C)cc1,-27%,-86*
C[C@H]1CN([C@@H](C)CO)C(=O)CCCn2cc(nn2)CO[C@@H]1CN(C)C(=O)Nc1ccccc1F,-12%,21
CC(=O)Nc1ccc2c(c1)C(=Nc1ccccc1)c1ccccc1-2,-8%,-22
Cc1ccc(S(=O)(=O)N2CCOCC2)cc1NC(=O)COC(=O)c1cccc(Cl)c1Cl,19%[11.6 µM],-10
COC(=O)c1ccc(NC(=O)CSc2nnc(-c3ccccc3Br)n2-c2ccccc2)cc1,-10%,10
COc1ccc(C2=NOC(C)(c3nnc(-c4ccccc4)o3)C2)cc1 (centres undefined),-21%,1
CC(=O)Nc1ccc(C=Cc2ccc([N+](=O)[O-])cc2)cc1,-6%,27
CC(=O)N(C)c1cc([N+](=O)[O-])ccc1OCc1ccccc1,3%,23
O=C1N[C@@H](Cc2ccccc2)C(=O)N2[C@@H]3N(S(=O)(=O)c4ccccc4)c4ccccc4[C@]3(Br)C[C@@H]12,0%,-28
COc1cccc(OC)c1C(=O)Nc1ccncc1,6%,31
Cc1cc2c(=O)cc(-c3ccccc3)oc2c(C(=O)O)c1C,2%,22
CNc1ncnc2c1ncn2[C@H]1CN(Cc2ccc3c(c2)OCO3)C[C@@H](CO)O1,5%,-4
Cc1ccccc1NC(=O)Cc1nc(COC(=O)Cc2cccc(C(F)(F)F)c2)cs1,7%,-14
C(=C\c1sc(Nc2ccccc2)n[n+]1-c1ccccc1)/c1ccccc1,74%[activator],-4
CC(C)COC(=O)N1CCCCC1c1cc(C(=O)NC(C)C)no1 (centres undefined),6%,-2
COc1ccccc1CNC(=O)COC(=O)C1CCN(S(=O)(=O)c2c(Cl)cccc2Cl)CC1,0%,76
CC1(C(=O)NS(=O)(=O)c2cccc(OC(F)F)c2)CCN1C(=O)Cc1ccccc1 (centres undefined),11%,14
C[C@H](O)[C@@H]1C(=O)N2CCc3ccc(-c4ccccc4)cc3[C@@H]2C[C@@H]1N(C)C(=O)NC1CCCCC1,-9%,-29
COC(=O)C1=C(c2cc3ccccc3o2)C[C@@H]2CC[C@H]1N2C(=O)NC(C)C,8%,-29
Cc1ccc(OC(=O)N(C)C[C@H]2OCc3cnnn3CCCC(=O)N([C@H](C)CO)C[C@@H]2C)cc1,0%,13
CCOC(=O)Nc1cc2c(c(N)n1)N=C(c1ccccc1)CN2,13%,?
CC(C)(C)C(=O)NCCc1nc(-c2ccccc2)no1,0%,?
CC(=O)Nc1ccc(S(=O)(=O)NCCc2ccc3c(c2)OCCO3)cc1,-6%,-11
Cc1ccc(Cn2c(C3CCCN3c3nc(-c4ccc(F)cc4)cs3)nc3cc(C(=O)NCCCO)ccc32)cc1 (centres undefined),-3%,7
CC(C)NC(=O)N(C)C[C@@H]1OCc2cnnn2CCCC(=O)N([C@H](C)CO)C[C@@H]1C,7%,-14

# One compound at a time, from the list above.
# Shown for Cc1ccc(Cn2c(C3CCCN3c3nc(-c4ccc(F)cc4)cs3)nc3cc(C(=O)NCCCO)ccc32)cc1 (centres undefined) → AMA1-RON2 inh = -3%; HCMV inh = 7
# Shown for COC(=O)C1=C(c2cc3ccccc3o2)C[C@@H]2CC[C@H]1N2C(=O)NC(C)C → AMA1-RON2 inh = 8%; HCMV inh = -29
# Shown for Cc1ccc(OC(=O)N(C)C[C@H]2OCc3cnnn3CCCC(=O)N([C@H](C)CO)C[C@@H]2C)cc1 → AMA1-RON2 inh = 0%; HCMV inh = 13

# Next part:
SMILES,AMA1-RON2 inh,HCMV inh
Nc1[nH]c(=O)nc2snnc12,-2%,64
CCOC(=O)C1=CCN(S(=O)(=O)c2ccc(C)cc2)C1c1cccc(F)c1 (centres undefined),25%,-37
COc1ccc(NC(=O)COC(=O)c2c(C)noc2C)cc1Cl,-1%,?
CCOC(=O)C1(C)CCN1C(=O)c1ccc(OC)c(F)c1 (centres undefined),4%,87
O=C1CSC(=S)N1Nc1ccccc1,10%,-19
O=C1NC(=O)C(=Cc2c(Cl)cccc2Cl)C(=O)N1,6%,79
CCCN(CC(=O)Nc1ccccc1OC)C(=O)c1ccc(S(=O)(=O)Nc2ccccc2OC)cc1,18%,-10
C[C@@H]1CN([C@H](C)CO)S(=O)(=O)c2ccc(Br)cc2O[C@H]1CN(C)C(=O)Nc1cccc(F)c1,-4%,-12
COc1ccc([C@H]2CC(=O)C[C@@H](CCn3cc(-c4ccccn4)nn3)O2)cc1,-24%,18
Cc1cc(C)c(C=NNc2nc3c([nH]2)c(=O)n(C)c(=O)n3C)c(C)c1,54%[activator],?
O=C(O)c1cc(=O)[nH]c2ccccc12,-5%,-15
CCCCOCCCNC(=O)C[C@@H]1C[C@@]2(C(=O)OCC)CCCC=C2N(CCC2=CCCCC2)C1=O,-10%,23
Cc1cccc(C)c1NC(=O)CN1CCN(C(=O)CNC(=O)Cc2cccc3ccccc23)CC1,-1%,-31
O[C@H]1CN(Cc2cccs2)[C@@H](c2ccc(Cl)cc2)C[C@@H]1n1cc(C2CC2)nn1,-13%,2
CCOC(=O)CSCc1csc(CC(=O)Nc2ccccc2C)n1,-8%,68
CN(C)c1ccc(O)c2c1CC1CC3C(N(C)C)C(=O)C(C(N)=O)=C(O)[C@@]3(O)C(=O)C1=C2O (some centres undefined),-8%,-22
O=C(Nc1ccccc1)Nc1ncc(C(F)(F)F)cc1Cl,-4%,-30
O=C(Cc1ccc(NC(=O)C2CCCN(C(=O)C3CCC3)C2)cc1)Nc1cccc(C(=O)N2CCCC2)c1 (centres undefined),-6%,10
CCN1C(=O)CCN(C2CCCC2)c2nc(Nc3ccc(C(=O)NC4CCN(C)CC4)cc3OC)ncc21,-1%,-73*
CCc1nc2ccc(C(=O)Nc3ccc(NC(C)=O)cc3)cn2c1N(C)CCC(C)C,-4%,21
C[C@H]1CN([C@@H](C)CO)S(=O)(=O)c2ccc(Br)cc2O[C@H]1CN(C)C(=O)CN(C)C,13%,-17
CCOc1cc(OCC)cc(C(=O)N2CCC[C@H]2C(=O)N2CCC[C@H]2C(=O)N[C@@H](C)c2ccccc2)c1,4%,-8
CC1(C(=O)NCc2ccc(C(F)(F)F)cc2)CCN1C1Cc2ccccc2C1 (centres undefined),-5%,-2
Cc1c(NC(=S)NC(=O)c2ccc(Cl)cc2)c(=O)n(-c2ccccc2)n1C,24%,-33
Cc1ccc2c(Cl)c(Cc3ccccc3)c(=S)[nH]c2n1,47%[activator],63
Cc1c(NC(=O)Nc2ccc(Cl)c(Cl)c2)sc(=S)n1C,0%,9
CCC(=O)N1CCCC1(C)C(=O)Nc1ccc(OC(F)F)cc1 (centres undefined),10%,0
CC(C)NC(=O)Nc1nnc([C@H]2C[C@H](O)[C@@H](CO)O2)s1,2%,-8
CC1(C(=O)NCc2ccc(F)c(F)c2)Cc2c(-c3cccc(C(F)(F)F)c3)ccnc2O1 (centres undefined),0%,-1
C[C@@H]1CCCCO[C@H](CN(C)C(=O)Nc2ccc3c(c2)OCO3)[C@H](C)CN([C@@H](C)CO)C(=O)c2cc(NS(=O)(=O)c3ccc(Cl)cc3)ccc2O1,-10%,-21
COc1ccc(OC)c(S(=O)(=O)N2CCCC(C(=O)NC3CC3)C2)c1 (centres undefined),19%,0
O=C(NC1(C(F)(F)F)C(=O)Nc2c1c(=O)[nH]c(=O)n2-c1ccccc1)c1ccncc1 (centres undefined),-4%,12
O=C(Cc1cccc(NC(=O)C2CCN(C(=O)C3CCCCC3)CC2)c1)Nc1cccc(C(=O)N2CCCCC2)c1,3%,-12
Cc1ccc(NCCCn2cnc3c(OCc4ccccc4)ncnc32)cc1C,?,-11
COCCNC(=O)c1cc2c(Br)ccc(Br)c2nc1N,3%,-5
COc1ccc([C@H]2C[C@H](O)[C@@H](n3cc(COC(=O)c4ccccc4)nn3)CN2CC2CCCCC2)cc1,-16%,-90*
CC(C)(C)NC(=O)C1C(c2ccc(C(F)(F)F)cc2)=Nc2ccccc2N1C(=O)c1cccc(C(F)(F)F)c1 (centres undefined),-5%,?
COC(=O)[C@@]12C[C@@H](CC(=O)NCC3CCCCC3)C(=O)N(Cc3ccc4c(c3)OCO4)C1=CCC(C)(C)C2,-13%,4
CCC(=O)N1CCCC1(C)C(=O)Nc1ccc2c(c1)CCN2C(C)=O (centres undefined),9%,13
CN(CC(=O)Nc1ccc(F)c(F)c1F)C(=O)CCN1C(=O)C2CC=CCC2C1=O (centres undefined),0%,-1

# Looked up by compound from above, four records:
SMILES,AMA1-RON2 inh,HCMV inh
COCCNC(=O)c1cc2c(Br)ccc(Br)c2nc1N,3%,-5
Cc1ccc(NCCCn2cnc3c(OCc4ccccc4)ncnc32)cc1C,?,-11
O=C(NC1(C(F)(F)F)C(=O)Nc2c1c(=O)[nH]c(=O)n2-c1ccccc1)c1ccncc1 (centres undefined),-4%,12
O=C(Cc1cccc(NC(=O)C2CCN(C(=O)C3CCCCC3)CC2)c1)Nc1cccc(C(=O)N2CCCCC2)c1,3%,-12

# Back to the main list with the two entries that preceded the break.
SMILES,AMA1-RON2 inh,HCMV inh
CCC(=O)N1CCCC1(C)C(=O)Nc1ccc2c(c1)CCN2C(C)=O (centres undefined),9%,13
CN(CC(=O)Nc1ccc(F)c(F)c1F)C(=O)CCN1C(=O)C2CC=CCC2C1=O (centres undefined),0%,-1
COc1ccccc1CNCCS(=O)(=O)NCc1ccccc1,-3%,-18
O=C(Nc1cccc2c1[nH]c(=O)c1ccccc12)C(F)(F)F,8%,-16
COc1ccc(S(=O)(=O)N2CCOC2CNC(=O)C(=O)NCCCN2CCCC2=O)cc1OC (centres undefined),-4%,-14
O=C(OCc1ccccc1)N1CCC2CC1c1cc(-c3cc4ccccc4o3)ccc12 (centres undefined),-3%,10
CNc1cc(-c2c(OC)cccc2OC)ncn1,55%[activator],7
CCN(CC)C(=O)C1=C(C)N(CCC2=CCCCC2)C(=O)C(CC(=O)NCc2ccco2)C1 (centres undefined),7%,16
COc1ccc(-c2cc(NC=O)c3ncc(-c4ccc(OC)c(OC)c4)n3c2)cc1,15%,-16
C[C@@H]1CCCCO[C@H](CN(C)S(=O)(=O)c2ccc(F)cc2)[C@@H](C)CN([C@H](C)CO)C(=O)c2cc(NC(=O)Nc3ccc(C(F)(F)F)cc3)ccc2O1,-6%,-23
COC(=O)[C@]12CCCCC=C1N(Cc1ccc(Cl)cc1Cl)C(=O)[C@H](CC(=O)NCCC(C)C)C2,9%,-7
Cc1ccc([C@H]2C[C@H](n3cc(-c4ccc(F)cc4)nn3)[C@@H](O)CN2C(=O)c2cccs2)cc1,-10%,17
OC[C@@H]1CN(Cc2ccc(Cl)cc2)C[C@H](n2cnc3c(N4CCCC4)ncnc32)O1,14%,3
COc1cccc(C(=O)Nc2cccc(-c3nnc(-c4ccccc4)o3)c2)c1,-2%,4
